# eIF4E 4G PPI: eIF4E/eIF4G interaction inhibition in translation initiation. P63073+Q04637. TR-FRET eIF4E-eIF4GI(517-606) binding, 2 h. inhibition, % at 21.7 µM. actives 0.37% (n = 220,000);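 active means inhibition above about 30%, limit read from the data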;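 further: 0% = full FRET control wells and 100% = background wells lacking eIF4GI fragment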
# Hck Nef HTS: inhibitors of human Hck kinase activated by Nef. P08631. Recombinant Hck-YEEI plus Nef, Z-Lyte FRET kinase assay. inhibition, % at 20 µM. actives 0.68% (n = 220,000). AID 463187;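 active means Hck-Nef kinase inhibition above about 50%, limit read from the data; inactive means inhibition below that limit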;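 further: 0% = DMSO with Hck plus Nef and 100% = Hck alone without Nef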
# Tb hexokinase: blocks Trypanosoma brucei hexokinase 1 activity. actives 0.11% (n = 220,000). inhibition, % at 10 µM. recombinant TbHK1, G6PDH-coupled NADH A340;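 active means inhibition of 50% or more in the single-dose primary screen; inactive means inhibition below 50%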
# 14-3-3 Bad PPI: disrupts binding of bovine 14-3-3 zeta to phospho-Bad peptide. TR-FRET 14-3-3zeta/Dy647-pBad peptide displacement, 1 h. inhibition, % at 21.7 µM. P63103. actives 0.71% (n = 220,000). AID 781;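 active means inhibition above about 70%, limit read from the data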;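 further: 0% = full 14-3-3 plus peptide FRET controls and 100% = background without 14-3-3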
# Target sequence (P63103 whole entry, looked up): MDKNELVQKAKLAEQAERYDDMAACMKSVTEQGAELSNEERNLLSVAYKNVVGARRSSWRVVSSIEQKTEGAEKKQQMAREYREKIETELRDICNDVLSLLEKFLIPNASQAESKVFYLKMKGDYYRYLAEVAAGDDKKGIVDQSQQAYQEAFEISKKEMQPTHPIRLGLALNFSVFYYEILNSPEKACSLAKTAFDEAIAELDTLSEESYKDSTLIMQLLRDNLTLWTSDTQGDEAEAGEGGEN
# PGE2 EP2 inh: blocks the human prostaglandin E2 receptor EP2; C6 glioma cells expressing human EP2, cAMP TR-FRET; cells stimulated with saturating PGE2; actives 0.52% (n = 260,000); inhibition, % at 25 µM;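 active means percent inhibition above 40 after rounding to a whole number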;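 further: rat C6 glioma host cells with rolipram phosphodiesterase inhibitor present; the protocol text gives 20 µM as final concentration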
# Target sequence (P43116 whole entry, looked up): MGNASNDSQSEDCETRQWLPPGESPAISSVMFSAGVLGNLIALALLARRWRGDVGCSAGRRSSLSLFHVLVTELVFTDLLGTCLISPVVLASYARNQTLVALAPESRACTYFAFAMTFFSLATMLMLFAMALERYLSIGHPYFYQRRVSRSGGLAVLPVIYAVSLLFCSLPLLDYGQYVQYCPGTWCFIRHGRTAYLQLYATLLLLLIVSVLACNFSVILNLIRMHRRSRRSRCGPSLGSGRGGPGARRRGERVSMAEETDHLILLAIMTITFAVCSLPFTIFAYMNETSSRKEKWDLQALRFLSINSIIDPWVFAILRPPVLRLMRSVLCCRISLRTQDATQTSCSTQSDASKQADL
# Rad51 HR inh: Rad51 (human) homologous recombination inhibition; hRad51 DNA strand exchange, fluorescence dequenching; inhibition, % at 10 µM; actives 0.085% (n = 200,000); AID 1385;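 active means inhibition above 40% at the single screening dose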;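 further: 0% = DMSO control wells and 100% = blanks with heterologous ssDNA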
# Target sequence (Q06609 whole entry, looked up): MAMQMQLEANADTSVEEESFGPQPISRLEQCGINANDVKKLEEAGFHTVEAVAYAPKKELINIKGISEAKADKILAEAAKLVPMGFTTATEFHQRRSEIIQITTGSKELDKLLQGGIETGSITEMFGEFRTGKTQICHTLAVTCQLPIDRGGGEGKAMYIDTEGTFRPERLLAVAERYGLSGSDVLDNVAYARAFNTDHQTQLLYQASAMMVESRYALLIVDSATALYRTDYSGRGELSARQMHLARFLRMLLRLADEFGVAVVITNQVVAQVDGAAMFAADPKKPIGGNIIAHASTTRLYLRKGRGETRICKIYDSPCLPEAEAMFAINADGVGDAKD
#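 material = hRad51 filaments on single-stranded DNA | timing = filaments 15 min 37 °C, then compound 30 min | signal = FRET fluorescence dequenching, excitation 485 nm, emission 520 nm | benchmarks = control wells and blank wells on each plate | evaluation = percent inhibition relative to plate controls and blanks | compound = 10 µM final, single point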
# zVAD death inh: blocks zVAD induced death of L929 cells. L929 zVAD necroptosis rescue, ATP luminescence, 24 h; with zVAD 60 µM. viability rescue, % at 10 µM. actives 0.38% (n = 220,000). AID 1377;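 active means activation, scaled between plate controls, above about 75%, limit read from the data; inactive means activation under that limit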;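 further: 0% = zVAD with DMSO and 100% = DMSO alone without zVAD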
# EP2 mod: modulates human prostaglandin E2 receptor EP2 signaling; EP2-expressing cells, cAMP HTRF FRET, PGE2 co-stimulation; induction, % at 25 µM; actives 0.83% (n = 260,000); AID 940;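 active means compounds whose cAMP rise, as percent of the full-agonist control response, exceeds 60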;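 further: rat C6 glioma line stably carrying human EP2 under a CMV promoter; the protocol text gives 20 µM as final concentration; 100% = response of wells given 1 µM PGE2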
# Calpain2 inh: calpain II (pig) inhibition | purified calpain II, fluorogenic peptide substrate, 30 min | inhibition, % at 16 µM | actives 0.37% (n = 220,000) | AID 1236;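 active means inhibition above about 50%, limit read from the data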
# The depositor's hits bear a star; · = no result given; [ ] = remark or other dose. Not all compounds are listed, so the mix of outcomes need not match the whole.
(1) CN(Cc1ccccc1)C(=S)NC(=O)c1ccc(-c2ccccc2)cc1
(2) CN(C)c1ccc(NC(=O)CN2CCN(S(=O)(=O)c3cc(Cl)ccc3Cl)CC2)cc1
(3) O=C(CCn1nc(-c2ccc(Cl)cc2)ccc1=O)NCc1ccccn1
(4) N#CC(c1ccc(O)cc1)N1CCCCC1 (stereo not drawn)
(5) CCOCCCNC(=O)Cc1ccc(Br)cc1
(6) O=C(NC1CCCCC1)Sc1ccc(Cl)cc1
(7) Cc1nnc(SCC(=O)N2c3ccccc3Sc3ccccc32)n1N
(8) CC(=O)c1cccc(NS(=O)(=O)N(C)C)c1

Compound	1	2	3	4	5	6	7	8
eIF4E 4G PPI	3	1	-1[fluorescence artefact?]	4	13	1	-4	0
Hck Nef HTS	0	-1	0	-1	6	-1	2	0
Tb hexokinase	-7	-7	-7	-41	-1	-1	-1	0
14-3-3 Bad PPI	-1	13	-4	10	9	-7[fluorescence artefact?]	-2	3
PGE2 EP2 inh	8	11	16	6	9	25	15	9
Rad51 HR inh	0	-2	-4	-4	7	5	-3	1
zVAD death inh	0.3	0.9	2.2	0.4	0.6	-0.7	-0.1	0.5
EP2 mod	5	-16	-4	14	25	-15	19	5
Calpain2 inh	12	9	-49	-24	-3	-3	4	2

(9) Cc1cc(Nc2ccccc2)n(CCC#N)n1
(10) COc1cc(C(=O)N(Cc2cccnc2)Cc2cc3cc4c(cc3[nH]c2=O)OCCO4)cc(OC)c1OC
(11) Cc1ccc(C2C=C(c3ccccc3OC(F)F)Nc3ncnn32)cc1 (stereo not drawn)
(12) COc1cc(OC)c(C(=O)Nc2cccc(C(C)=O)c2)cc1OC
(13) O=C(NCc1ccccc1Cl)c1csc2c1CCCCC2
(14) O=C(c1cc(Sc2ccc(Cl)cc2)nc2ccccc12)N1CCN(c2ccccn2)CC1
(15) O=C(NCCOCCOCCNC(=O)c1ccccc1)c1ccccc1
(16) CC1(C)CC(=O)C2=C(C1)OC1=C(C2)C(=O)CC(C)(C)C1

Compound	9	10	11	12	13	14	15	16
eIF4E 4G PPI	-5[fluorescence artefact?]	-3	5	-1	5	1	3	5
Hck Nef HTS	1	2	-12	4	-2	-17	23	3
Tb hexokinase	0	-23	-6	-14	0	6	-2	-11
14-3-3 Bad PPI	-4[fluorescence artefact?]	8	1	4	23	1	-14	-14[fluorescence artefact?]
PGE2 EP2 inh	15	5	·	20	7	4	0	3
Rad51 HR inh	4	·	·	1	-5	-2	6	3
zVAD death inh	-0.3	0.2	0.0	-0.1	-0.6	-1.4	3.5	0.2
EP2 mod	-13	3	-29	-9	-55	8	24	-8
Calpain2 inh	-23	-161	-212	5	25	38	-31	-3

# Five entries from above, bar-delimited:
cpd | smiles | eIF4E 4G PPI | Hck Nef HTS | Tb hexokinase | 14-3-3 Bad PPI | PGE2 EP2 inh | Rad51 HR inh | zVAD death inh | EP2 mod | Calpain2 inh
13 | O=C(NCc1ccccc1Cl)c1csc2c1CCCCC2 | 5 | -2 | 0 | 23 | 7 | -5 | -0.6 | -55 | 25
9 | Cc1cc(Nc2ccccc2)n(CCC#N)n1 | -5[fluorescence artefact?] | 1 | 0 | -4[fluorescence artefact?] | 15 | 4 | -0.3 | -13 | -23
11 | Cc1ccc(C2C=C(c3ccccc3OC(F)F)Nc3ncnn32)cc1 (stereo not drawn) | 5 | -12 | -6 | 1 | · | · | 0.0 | -29 | -212
15 | O=C(NCCOCCOCCNC(=O)c1ccccc1)c1ccccc1 | 3 | 23 | -2 | -14 | 0 | 6 | 3.5 | 24 | -31
16 | CC1(C)CC(=O)C2=C(C1)OC1=C(C2)C(=O)CC(C)(C)C1 | 5 | 3 | -11 | -14[fluorescence artefact?] | 3 | 3 | 0.2 | -8 | -3

# Continued:
(17) Nc1nc(NC(=O)C(Cl)(Cl)Cl)nn1-c1ccccc1
(18) Cn1c(SCC(=O)NCc2ccc3c(c2)OCO3)nnc1-c1c[nH]c2ccccc12
(19) O=C(NCc1cccnc1)c1cn(CCc2ccccc2)nn1
(20) COc1cccc(NC(=O)COC(=O)CCS(=O)(=O)c2ccc(C)cc2)c1
(21) COc1ccc(-c2nc(C)sc2CC(=O)O)cc1OC
(22) O=C1CCc2cc(S(=O)(=O)N3CCC(C(=O)NCc4ccccn4)CC3)ccc2N1
(23) CCCC(=O)NC(c1ccccc1OC)c1ccc2cccnc2c1O (stereo not drawn)
(24) Cc1cc(=O)oc2c(CN(CC(C)C)CC(C)C)c(O)ccc12

Compound	17	18	19	20	21	22	23	24
eIF4E 4G PPI	5	-9	-4	2	2	4	0	-1
Hck Nef HTS	0	11	0	19	-1	-2	20	63*
Tb hexokinase	21	-2	-2	6	3	-3	4	-38
14-3-3 Bad PPI	-1	-8[fluorescence artefact?]	1	15	-11	4	3	2
PGE2 EP2 inh	6	5	7	7	9	·	7	6
Rad51 HR inh	·	-7	5	-5	-2	·	-9	3
zVAD death inh	1.3	0.2	0.0	1.0	1.9	1.6	12	-0.4
EP2 mod	-11	-6	6	-4	33	4	36	9
Calpain2 inh	7	-9	12	26	-12	19	10	-463

(25) Cc1cc(S(=O)(=O)NCCc2ccccc2)c(C)s1
(26) CCn1c(=O)c2ccccc2n2c(SCC(=O)N3CCCc4ccccc43)nnc12
(27) CCn1cc(/C=N\NC(=O)c2c[nH]c3ccccc23)c(C)n1
(28) Cc1c(C(=O)Nc2ccc(Cl)cc2)c2ccccn2c1C(=O)c1ccccc1
(29) O=C(c1cccc(C(F)(F)F)c1)C1CCCN(C(=O)CCc2cnccn2)C1 (stereo not drawn)
(30) Cc1ccccc1N(CC(=O)N1CCOCC1)S(C)(=O)=O
(31) Cn1c(N)c(C(=O)COC(=O)CCCc2nc3ccccc3s2)c(=O)n(C)c1=O
(32) Cn1c(SCc2c(Cl)cccc2Cl)nnc1-c1ccc2nonc2c1

Compound	25	26	27	28	29	30	31	32
eIF4E 4G PPI	1	2	18	3	-1	0	-3	3
Hck Nef HTS	-1	-2	5	2	-2	19	12	14
Tb hexokinase	4	4	-15	-5	-1	-3	5	4
14-3-3 Bad PPI	0	-8	0	-2	-13	-6	10	-8
PGE2 EP2 inh	7	6	4	13	6	6	4	11
Rad51 HR inh	-9	·	0	-2	·	·	-13	·
zVAD death inh	0.1	0.0	0.7	0.1	-0.5	0.7	1.6	0.0
EP2 mod	7	8	-41	2	7	11	-40	-35
Calpain2 inh	16	29	8	-58	-22	-12	51*	-19

(33) COC(=O)c1ccc(C(C(=O)NC2CCCCC2)N(Cc2ccccc2)C(=O)Cc2cccs2)cc1 (stereo not drawn)
(34) CCCCC(C(=O)OCC)C(N)Cc1ccc(F)cc1 (stereo not drawn)
(35) CCN=C1S/C(=C\c2ccc(OCC)c(OC)c2)C(=O)N1CC
(36) O=S(=O)(Nc1ccc(Cl)nn1)c1ccccc1
(37) CCOC(=O)c1[nH]c(C)c(C(=O)N2CCN(c3ccccc3)CC2)c1C
(38) Cc1c(-c2ccccc2)nc2ccccc2c1C(=O)O
(39) CCOC(=O)C(CC)Sc1nc2c(c(=O)[nH]c(=O)n2C)n1C/C=C(/C)Cl (stereo not drawn)
(40) CCN(C(=O)C1CCN(S(=O)(=O)c2ccc3c(c2)oc(=O)n3C)CC1)c1cccc(C)c1

Compound	33	34	35	36	37	38	39	40
eIF4E 4G PPI	1	-3	3	1	-6	-6[fluorescence artefact?]	2	1
Hck Nef HTS	3	10	2	13	0	7	-1	3
Tb hexokinase	37	5	-23	-2	0	-2	5	-8
14-3-3 Bad PPI	1	4	-2[fluorescence artefact?]	-4	5	3	-3[fluorescence artefact?]	-2
PGE2 EP2 inh	5	4	6	14	7	4	13	9
Rad51 HR inh	7	17	-5	5	-1	-3	18	-1
zVAD death inh	0.2	-0.7	2.9	4.6	1.1	0.2	0.0	-0.4
EP2 mod	33	2	23	44	-20	2	41	16
Calpain2 inh	10	2	-10	-7	-21	20	-25	9

# The last two entries of the section before are carried over, then new ones follow.
(39) CCOC(=O)C(CC)Sc1nc2c(c(=O)[nH]c(=O)n2C)n1C/C=C(/C)Cl (stereo not drawn)
(40) CCN(C(=O)C1CCN(S(=O)(=O)c2ccc3c(c2)oc(=O)n3C)CC1)c1cccc(C)c1
(41) CN(C)c1cccc(C(=O)OCc2cc(=O)oc3cc(O)ccc23)c1
(42) O=C(Nc1ccc(OC(F)(F)F)cc1)Oc1ccccc1N1CCOCC1
(43) Clc1ccc(SCCn2ccnc2)cc1
(44) O=C(CN1C(=O)COc2ccc(Cl)cc21)N1CCc2ccccc21
(45) CN(CC(=O)Nc1cccc2c1CCCC2)S(=O)(=O)c1ccc(Cl)cc1
(46) Cc1ccc(C(=O)OCCN2CCN(c3ncc(C(F)(F)F)cc3Cl)CC2)cc1
(47) Cc1cc(C)c(C#N)c(SCc2ccccc2C(=O)O)n1
(48) COc1cc(NC(=S)NNC(=O)C(C)(C)O)cc(OC)c1

Compound	39	40	41	42	43	44	45	46	47	48
eIF4E 4G PPI	2	1	16	3	1[fluorescence artefact?]	-35	10	4	-8	0
Hck Nef HTS	-1	3	24	20	1	-1	3	0	0	-1
Tb hexokinase	5	-8	-10	-14	-6	-2	4	3	-2	3
14-3-3 Bad PPI	-3[fluorescence artefact?]	-2	35[fluorescence artefact?]	1	22[fluorescence artefact?]	-15	-2	-2	-1[fluorescence artefact?]	-7
PGE2 EP2 inh	13	9	9	3	12	10	13	8	10	3
Rad51 HR inh	18	-1	-4	15	6	-8	2	-4	-3	-44
zVAD death inh	0.0	-0.4	0.1	1.1	1.3	-0.1	0.3	-0.2	-0.8	0.6
EP2 mod	41	16	-3	-12	14	0	-13	20	-6	25
Calpain2 inh	-25	9	-422	-5	11	15	16	6	-76	-7

(49) Cn1c(N/N=C/c2cccs2)nc2c1c(=O)n(Cc1ccccc1)c(=O)n2C
(50) CC(C)N1C/C(=C/c2ccsc2)C(=O)/C(=C/c2ccsc2)C1
(51) COC(=O)COc1ccc(S(=O)(=O)Nc2cc([N+](=O)[O-])ccc2C)cc1
(52) CCOC(=O)[C@@H]1C(c2c(OC)cc(OC)cc2OC)=NO[C@@H]1C(=O)OCC
(53) O=C(c1ccc(NS(=O)(=O)c2cccc3cccnc23)cc1)N1CCCCC1
(54) CC1C/C(=N/N2C(=O)CSC2=S)CC(C)(C)C1 (stereo not drawn)
(55) CCOC(=O)Cn1cnc2c(sc3nc(C)cc(C)c32)c1=O
(56) Cc1ccc(S(=O)(=O)NC(=NC(C)C)c2ccccc2)cc1

Compound	49	50	51	52	53	54	55	56
eIF4E 4G PPI	3	-1	1	-1	-3	3	3	2
Hck Nef HTS	4	2	-34	0	11	1	8	7
Tb hexokinase	-3	-23	9	-1	1	9	-17	2
14-3-3 Bad PPI	-30[fluorescence artefact?]	-6	10	-20	-1	-9	4	-10
PGE2 EP2 inh	6	4	4	3	7	6	9	3
Rad51 HR inh	·	5	-11	11	20	-17	-26	·
zVAD death inh	1.4	0.1	-0.1	0.4	-0.4	-0.2	1.8	0.5
EP2 mod	-5	9	-24	14	-2	6	8	12
Calpain2 inh	-14	-66	20	-1	-4	29	10	-6

(57) COC(=O)Nc1nn(-c2ccc(Cl)cc2)c(=O)c(C#N)c1C
(58) CN(C)c1ccc(/C=C/C(=O)c2cccnc2)cc1
(59) O=C(CSc1ncccc1C(=O)O)c1ccc2ccccc2c1
(60) CCc1ccccc1NC(=O)Nc1cccc(F)c1
(61) COc1ccc(S(=O)(=O)O/N=C2\CCCc3ccccc32)cc1

Compound	57	58	59	60	61
eIF4E 4G PPI	1	5	-5	-5	-4
Hck Nef HTS	20	-52	-1	-19	2
Tb hexokinase	-22	-6	-5	0	-2
14-3-3 Bad PPI	-2	-16	23	-2	23
PGE2 EP2 inh	6	8	6	7	·
Rad51 HR inh	7	·	1	10	·
zVAD death inh	0.1	0.2	-0.2	1.9	0.2
EP2 mod	1	-35	-9	-36	6
Calpain2 inh	4	-15	0	22	-36

# Source: PubChem BioAssay (several laboratories)
